M1 PAM parental: nonselective activator or artifact in parental CHO-K1 calcium assay. ATP EC20, Fluo-8 calcium fluorescence; 0% at ATP EC20, 100% at ATP max. hit rate 0.02% among 360,000. activation, % at 3 µM. AID 602247;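 active = activation above the run cutoff, the mean activation of all test compounds plus 3 SD, cut at about 40% in these data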;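 also: peak over basal fluorescence ratio in a 140 s read after ATP addition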
TAAR1 ag: agonists of human TAAR1; Q96RJ0; CHO RD-HGA16 TAAR1, Fluo-8 calcium fluorescence; vehicle wells 0%, saturating PEA agonist 100%; activation, % at 3 µM; hit rate 0.99% among 360,000; AID 624467;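 active = activation above the mean activation of all test compounds in the run plus 3 SD, cut at about 38% in these data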
Target sequence (Q96RJ0 whole entry, looked up): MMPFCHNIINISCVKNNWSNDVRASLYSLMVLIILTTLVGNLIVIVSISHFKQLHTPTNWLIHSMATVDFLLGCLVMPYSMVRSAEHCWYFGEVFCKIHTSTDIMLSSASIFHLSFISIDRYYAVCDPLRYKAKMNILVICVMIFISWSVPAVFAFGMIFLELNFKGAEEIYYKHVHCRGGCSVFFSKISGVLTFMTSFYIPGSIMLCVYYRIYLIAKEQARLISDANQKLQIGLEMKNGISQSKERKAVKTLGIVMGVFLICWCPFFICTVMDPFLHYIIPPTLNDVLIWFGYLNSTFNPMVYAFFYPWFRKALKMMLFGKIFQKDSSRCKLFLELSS
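Test system: RD-HGA16 (CHO) cells co-expressing Gα16 and hTAAR1 | Doses: Single dose, 3 µM | Schedule: 17-24 h seeding, 75 min 37 °C dye, 30 min RT | Evaluation: % activation from peak over basal fluorescence ratio, DMSO-to-PEA scaled | Technique: Kinetic Fluo-8 calcium fluorescence | Benchmarks: Low control DMSO, high control PEA (EC100)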
M1 antag: antagonists of human M1 muscarinic receptor. hit rate 1.3% among 360,000. CHO-K1 hM1, Fluo-8 calcium fluorescence, ACh EC80 antagonist. AID 588852. inhibition, % at 3 µM. P11229;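 active = percent inhibition above its own plate's cutoff, namely the mean of that plate's compound wells plus 3 SD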;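 also: peak over basal fluorescence ratio during 140 s after agonist addition; 0% = ACh EC80 plus DMSO and 100% = DMSO alone without agonist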
Target sequence (P11229 whole entry, looked up): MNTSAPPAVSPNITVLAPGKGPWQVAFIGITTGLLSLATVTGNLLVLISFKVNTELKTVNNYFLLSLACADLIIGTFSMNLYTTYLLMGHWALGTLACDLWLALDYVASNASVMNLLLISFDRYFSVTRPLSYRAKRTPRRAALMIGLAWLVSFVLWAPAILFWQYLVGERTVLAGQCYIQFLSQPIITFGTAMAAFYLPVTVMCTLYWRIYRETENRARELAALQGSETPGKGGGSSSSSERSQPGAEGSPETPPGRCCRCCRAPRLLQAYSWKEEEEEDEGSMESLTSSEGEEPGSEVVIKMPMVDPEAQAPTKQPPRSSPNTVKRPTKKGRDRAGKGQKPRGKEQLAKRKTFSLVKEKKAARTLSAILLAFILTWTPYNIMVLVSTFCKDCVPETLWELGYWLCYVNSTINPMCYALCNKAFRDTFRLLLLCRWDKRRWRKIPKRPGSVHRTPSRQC
TAAR1 antag: human TAAR1 antagonism | Q96RJ0 | CHO RD-HGA16 TAAR1, Fluo-8 calcium fluorescence, antagonist | inhibition, % at 3 µM | hit rate 1.5% among 360,000;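 active = inhibition above a per-plate cutoff, the mean inhibition of test compounds on that plate plus 3 SD, cut at about 49% in these data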;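 also: 0% = DMSO plus EC80 beta-PEA response and 100% = DMSO alone without agonist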
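Material: RD-HGA16 CHO cells with stable hTAAR1 and Gα16; Dosing: single nominal final test compound concentration of 3 µM; Schedule: seeding 17-24 h prior, 75-min 37 °C, 30-min RT dye loading; Detection: kinetic Fluo-8 calcium fluorescence measurement; Measure: % inhibition from peak post-agonist over basal fluorescence ratio; Benchmarks: vehicle and agonist controls.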
CHO parental Ca: signal in parental CHO cells, OX1R antagonist counter-screen. parental CHO-K1, ATP-induced calcium, Fluo-8 fluorescence. inhibition, % at 5.6 µM. hit rate 0.63% among 330,000;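 active = inhibition above that plate's mean sample inhibition plus 3 SD, cut at about 26% in these data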;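 also: 0% = ATP-challenged DMSO wells and 100% = DMSO wells without ATP; some compounds past the cut are filed as inactive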
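Assay system: parental CHO cells; Read-out basis: percent inhibition of ATP-evoked calcium rise, normalized to controls; Benchmarks: ATP and no-ATP DMSO wells; Compound dosing: single nominal dose of 5.6 µM per compound; Signal: Fluo-8 calcium dye fluorescence; Also added: ATP as calcium-mobilizing challenge; Repeats: singlicate.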
OXTR potentiate: potentiators of human oxytocin receptor; hit rate 0.061% among 320,000; activation, % at 3 µM; CHO-OTR cells, Fluo-8 calcium fluorescence, potentiator mode; 0% = oxytocin EC15, 100% = EC100; P30559;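 active = activation above that plate's cutoff, the mean activation of tested compounds plus 3 SD, cut at about 6.6% in these data, passing the limit was not always enough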;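 also: 100% uses oxytocin at 75 nM as the full agonist control; some results filed as inactive read as strong as hits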
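Measured by – Fluo-8 calcium dye fluorescence · Test system – human OTR in CHO cells · Dosing – one concentration, 3.0 µM compound · Controls – EC15 oxytocin alone as 0%, 75 nM oxytocin as 100% · Evaluation – normalized max/min fluorescence ratio, % activation · Timing – 6 min pre-incubation, 100 s read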
CHRM1 agonist: activates human CHRM1 receptor; P11229; CHO-K1 hM1, Fluo-8 calcium fluorescence, agonist mode; 0% DMSO, 100% acetylcholine EC100; activation, % at 3 µM; hit rate 0.33% among 360,000; AID 588814;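 active = activation above the run's mean compound activation plus 3 SD, cut at about 16% in these data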;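 also: peak over basal fluorescence ratio within a 140 s kinetic read after compound addition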
CHO-K1 Ca ag: counter-screen for M1 agonists: effect in parental CHO-K1 cells. Fluo-8 calcium fluorescence; scaled to maximal ATP response, vehicle zero. activation, % at 3 µM. hit rate 0.48% among 360,000. AID 602248; in the data active = activation above about 15%;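 also: untransfected CHO-K1 host cells lacking M1 receptor as counterscreen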
CHO-K1 Ca antag: M1 antagonist counterscreen hit in parental CHO-K1 cells; ATP-induced calcium, Fluo-8 fluorescence; inhibition, % at 3 µM; hit rate 0.6% among 360,000; AID 602250;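 active = inhibition above a per-plate cutoff, the plate's mean sample inhibition plus 3 SD, cut at about 24% in these data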;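 also: 0% = DMSO plus EC80 ATP and 100% = DMSO alone without ATP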
* = called active by the depositor; / = not tested or not shown. Compounds as they come; overall some 4.2% were active at least once.

Below each SMILES – M1 PAM parental	TAAR1 ag	M1 antag	TAAR1 antag	CHO parental Ca	OXTR potentiate	CHRM1 agonist	CHO-K1 Ca ag	CHO-K1 Ca antag
1: Cc1cc(Cl)nc(-c2ccccc2O)n1
 : 8	0	-9	-13	1	10	-6	-0.3	3
2: CCC(CC)C(=O)N(C)c1c(C)nc2c(OCc3cc(Cl)cc(Cl)c3)cccn12
 : 13	2	25	-2	/	/	-7	4.4	5
3: COc1ccccc1Cn1c(=S)[nH]c2cc(C(=O)NCC(OC)OC)ccc2c1=O
 : 6	0	16	-10	/	/	-1	12	4
4: CCC(CC)c1nc(C#N)c(NCc2ccccc2)o1
 : 8	3	-8	-13	-21	-12	-7	0.1	-1
5: COc1ccc(C(C)=O)cc1COC(=O)CNC(=O)c1ccc(F)cc1
 : 5	11	2	7	-13	-1	-5	1.6	0
6: CC(C)=C1C2CCC1C1C(=O)N(CCc3ccccc3)C(=O)C21 (stereo not drawn)
 : 18	11	-10	11	-14	-8	-7	2.6	-6
7: CN(CCC#N)C(=O)COC(=O)/C=C/c1cccs1
 : 8	-1	-9	8	-6	-4	-4	-0.2	-13
8: O=C(NNc1c(Cl)cccc1Cl)C1CCC1
 : 16	2	-4	9	-11	-1	-5	0.7	-7
9: CCc1nc2ccc(C(=O)N(C)CCN(C)C)cn2c1N(CC)C(=O)NCCc1ccccc1
 : 6	1	0	-11	/	/	-5	0.1	2
10: Fc1ccc(-c2nnc(CSc3nnc(-c4cccs4)o3)o2)cc1
 : 11	6	-16	0	-23	-3	-2	8.6	-4
11: COc1cc2[nH]c(=S)nc(NCc3cccs3)c2cc1OC
 : 10	7	-3	11	-13	-8	-10	1.5	4
12: CCOc1ccc(S(=O)(=O)NCC2CCCO2)c2ccccc12 (stereo not drawn)
 : 4	6	-10	-27	-14	-3	-1	0.0	-6
13: CCOC(=O)c1[nH]c(=O)[nH]c1CN(Cc1ccco1)Cc1[nH]c(=O)[nH]c1C(=O)OCC
 : 18	9	-2	1	-11	-11	-1	0.6	-15
14: O=C(O)c1ccc(Nc2nc3ccccc3nc2NS(=O)(=O)c2ccc(F)cc2)cc1
 : 2	-1	-5	-3	7	-3	-2	-0.2	-7
15: O=C(NC(=S)Nc1ccc(Cl)c(C(=O)O)c1)c1ccco1
 : 1	3	2	-31	-3	-4	-2	-0.3	1
16: CC(=O)c1cccc(NC(=O)CSc2n[nH]c(-c3ccncc3)n2)c1
 : -13	-2	3	7	-4	-4	-4	0.4	-16
17: CCOc1cc(CNc2ccccc2)cc(Br)c1OCC(=O)NC(C)(C)C
 : -2	5	-1	39	2	-14	0	1.9	-16
18: CN(C)CCCOC(=O)c1ccc(Br)cc1
 : 14	8	-17	-2	11	-16	-6	0.1	-6
19: Cc1c(C(=O)/C=C/N(C)C)nnn1-c1ccc(Cl)cc1C#N
 : -2	6	5	-24	4	0	-1	3.1	-2
20: Cc1cc(N2CCOCC2)nc(SCC(=O)c2ccc(Cl)cc2)n1
 : 16	1	-6	-18	-28	-7	-3	4.9	3
21: CCOc1ccc(CCNC(=O)COC(=O)c2oc3ccccc3c2COC)cc1OCC
 : 13	-1	3	-16	-26	-6	-3	0.5	-9
22: CCC(C(=O)NC1CCCC1)N(Cc1ccco1)C(=O)CNS(=O)(=O)c1ccccc1 (stereo not drawn)
 : -10	-4	-3	0	-18	-1	-7	-0.3	-9
23: O=C(N/N=C/C=C/c1ccccc1[N+](=O)[O-])c1cccs1
 : 3	6	-9	5	-7	0	-3	0.8	1
24: Nc1ccc(CN2CCCCCC2)cc1
 : -7	10	7	-4	-1	-8	-6	-0.1	12
25: O=C(CCN1C(=O)C2C3C=CC(C3)C2C1=O)NCc1cccnc1 (stereo not drawn)
 : 18	7	-32	10	3	-19	-1	0.7	-14
26: Cc1ccc(S(=O)(=O)N2c3ccc(S(N)(=O)=O)cc3CC2C)cc1 (stereo not drawn)
 : 12	2	-8	5	0	-14	-7	0.6	5
27: COc1cc2c(cc1OC)CN(CC(=O)Nc1ccc(C)cc1)CC2
 : 16	8	-7	-10	-11	5	-8	-0.3	-11
28: CNC(=S)NN=C(C)c1ccc(OC)cc1O
 : -6	3	-4	-12	/	/	-1	-0.7	-4
29: Cc1nc2c(C)cccn2c1/C(O)=C1\C(=O)C(=O)N(CCN(C)C)C1c1ccncc1 (stereo not drawn)
 : -9	5	23	5	-4	1	-3	-0.1	-6
30: CC(=O)N1c2ccc(S(=O)(=O)N(C)CC(=O)NCc3ccc(C)cc3)cc2CC1C (stereo not drawn)
 : -2	0	-13	-1	-17	-5	-3	-0.2	12

(31) CCn1cc(Br)c(C(=O)Nc2ccc(OC)cc2)n1
(32) CC1(C)N([O-])c2cc([N+](=O)[O-])ccc2[N+]1=O
(33) Cc1cccc(C(=O)N2CCCC(Nc3ccc(C)c(C)c3)C2)n1 (stereo not drawn)
(34) COc1cccc(C(c2nnnn2Cc2ccccc2)N2CCN(C(=O)c3ccco3)CC2)c1OC (stereo not drawn)
(35) OC[C@H]1O[C@@H](c2nc(-c3ccc(CN4CCOCC4)cc3)no2)[C@H](O)[C@@H](O)[C@H]1O
(36) C#CCOCCOCCOCCNc1nc(N2CCN(C(=O)CCCCCCCCCCNC(=O)Cn3cc(CCCCCN)nn3)CC2)nc(N2CCN(C(=O)CCCCCCCCCCNC(=O)[C@@H](CCSC)n3cc(CCO)nn3)CC2)n1
(37) CCN(CC)C(=O)NC1CC(=O)N(c2ccc(OC)cc2)C1 (stereo not drawn)
(38) CCN1CCN(Cc2nc3ccc([N+](=O)[O-])cc3c(=O)n2-c2ccc(OC)cc2OC)CC1
(39) Cc1nnc(SC(C)C(=O)N(C)C2CCCCC2)n1N (stereo not drawn)
(40) O=C(O)/C=C/C(=O)Nc1ccccc1SC(F)(F)F

assay / compound	31	32	33	34	35	36	37	38	39	40
M1 PAM parental	14	/	7	15	-6	18	20	1	-16	27
TAAR1 ag	7	0	6	19	0	/	0	0	0	8
M1 antag	-3	/	-11	9	-5	-11	-5	5	3	-9
TAAR1 antag	-4	-5	-16	30	-8	/	-8	-15	-11	-7
CHO parental Ca	-4	-1	4	-17	/	-17	2	-15	-1	3
OXTR potentiate	5	-9	-5	-12	/	-10	0	-12	-8	-7
CHRM1 agonist	-6	/	0	0	-2	-4	-3	-8	0	-5
CHO-K1 Ca ag	0.1	/	1.9	5.0	0.1	0.8	0.7	1.5	0.2	1.1
CHO-K1 Ca antag	-1	/	-17	-15	-10	-14	-9	-11	-9	-9

Part of the list above in order of SMILES length, falling.
(36) C#CCOCCOCCOCCNc1nc(N2CCN(C(=O)CCCCCCCCCCNC(=O)Cn3cc(CCCCCN)nn3)CC2)nc(N2CCN(C(=O)CCCCCCCCCCNC(=O)[C@@H](CCSC)n3cc(CCO)nn3)CC2)n1
(35) OC[C@H]1O[C@@H](c2nc(-c3ccc(CN4CCOCC4)cc3)no2)[C@H](O)[C@@H](O)[C@H]1O
(37) CCN(CC)C(=O)NC1CC(=O)N(c2ccc(OC)cc2)C1 (stereo not drawn)
(31) CCn1cc(Br)c(C(=O)Nc2ccc(OC)cc2)n1

assay / compound	36	35	37	31
M1 PAM parental	18	-6	20	14
TAAR1 ag	/	0	0	7
M1 antag	-11	-5	-5	-3
TAAR1 antag	/	-8	-8	-4
CHO parental Ca	-17	/	2	-4
OXTR potentiate	-10	/	0	5
CHRM1 agonist	-4	-2	-3	-6
CHO-K1 Ca ag	0.8	0.1	0.7	0.1
CHO-K1 Ca antag	-14	-10	-9	-1

Next part
(41) CCN(C[C@H]1N[C@@](C)(C(=O)OC)[C@H]2C(=O)N(Cc3ccccc3)C(=O)[C@@H]12)S(=O)(=O)c1ccc(OC)cc1
(42) CCCc1c(C(=O)N/N=C/c2ccccc2C(F)(F)F)nnn1-c1nonc1N
(43) CC1=NN(c2ccc(Cl)cc2)C(=O)C1C(c1ccccc1O)c1c(C)[nH]n(-c2ccc(Cl)cc2)c1=O (stereo not drawn)
(44) COc1ccc(OC)c(/C=N/N=C(\N)c2nonc2N)c1
(45) COC(=O)[C@@]12CCCCN1[C@H](c1ccc(SC3CCCCC3)c(OC)c1)[C@@H]1C(=O)N(C)C(=O)[C@@H]12
(46) O=C(Nc1cccc(NC(=O)c2ccc(-c3cccc(Br)c3)o2)c1)c1ccco1
(47) O=C(NCC1COc2ccccc2O1)C1CCC(CNc2c(N3CCCCC3)c(=O)c2=O)CC1 (stereo not drawn)
(48) CCOC(=O)C1(NC(=O)CN2C(=O)c3ccccc3C2=O)CCCC1

assay / compound	41	42	43	44	45	46	47	48
M1 PAM parental	-6	-2	21	9	-8	16	10	16
TAAR1 ag	1	-2	/	3	5	16	0	0
M1 antag	-1	3	-7	-11	7	27	-3	-5
TAAR1 antag	0	1	/	-13	1	52*	-3	-12
CHO parental Ca	-22	-11	5	-10	-26	-10	-7	/
OXTR potentiate	7	-1	-9	-11	-20	-7	0	/
CHRM1 agonist	-4	-4	-3	-3	-1	-3	-6	-1
CHO-K1 Ca ag	0.6	0.9	8.8	0.2	-0.1	4.4	0.4	1.3
CHO-K1 Ca antag	-4	-13	-17	-20	-17	10	1	-14

Compound profiles, from the list above. Screens in order: M1 PAM parental, TAAR1 ag, M1 antag, TAAR1 antag, CHO parental Ca, OXTR potentiate, CHRM1 agonist, CHO-K1 Ca ag, CHO-K1 Ca antag
COC(=O)[C@@]12CCCCN1[C@H](c1ccc(SC3CCCCC3)c(OC)c1)[C@@H]1C(=O)N(C)C(=O)[C@@H]12 across the screens: -8, 5, 7, 1, -26, -20, -1, -0.1, -17
O=C(NCC1COc2ccccc2O1)C1CCC(CNc2c(N3CCCCC3)c(=O)c2=O)CC1 (stereo not drawn) across the screens: 10, 0, -3, -3, -7, 0, -6, 0.4, 1
CCOC(=O)C1(NC(=O)CN2C(=O)c3ccccc3C2=O)CCCC1 across the screens: 16, 0, -5, -12, /, /, -1, 1.3, -14
CC1=NN(c2ccc(Cl)cc2)C(=O)C1C(c1ccccc1O)c1c(C)[nH]n(-c2ccc(Cl)cc2)c1=O (stereo not drawn) across the screens: 21, /, -7, /, 5, -9, -3, 8.8, -17
CCCc1c(C(=O)N/N=C/c2ccccc2C(F)(F)F)nnn1-c1nonc1N across the screens: -2, -2, 3, 1, -11, -1, -4, 0.9, -13

Source: PubChem BioAssay
